Calb biofilm kill: kills Candida albicans biofilms; C. albicans biofilm + clotrimazole, Alamar Blue; inhibition, % at 6 µM; actives 0.14% (n = 85,000);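 active = inhibition above 20%; inactive = inhibition below 20%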;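 also: preformed 24 hr biofilms exposed to compound for 48 hr; 0% = biofilm without compound and 100% = blank killed by clotrimazole plus chlorhexidine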
CYP2C19 activ: activators of human cytochrome P450 2C19; P33261; recombinant CYP2C19, luciferin-H EGE luminescence; hits give high values; 0 = fully inhibited enzyme, 1 = untreated enzyme; activation factor at 5 µM; 96,000 tested, under 10 active;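 active = activation factor of at least 2 at 5 µM in the primary screen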;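 also: 0 = wells with 2.5 mM tranylcypromine and 1 = vehicle-only wells; values of inactives mirror those of a sister screen read the other way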
Target sequence (P33261 whole entry, looked up): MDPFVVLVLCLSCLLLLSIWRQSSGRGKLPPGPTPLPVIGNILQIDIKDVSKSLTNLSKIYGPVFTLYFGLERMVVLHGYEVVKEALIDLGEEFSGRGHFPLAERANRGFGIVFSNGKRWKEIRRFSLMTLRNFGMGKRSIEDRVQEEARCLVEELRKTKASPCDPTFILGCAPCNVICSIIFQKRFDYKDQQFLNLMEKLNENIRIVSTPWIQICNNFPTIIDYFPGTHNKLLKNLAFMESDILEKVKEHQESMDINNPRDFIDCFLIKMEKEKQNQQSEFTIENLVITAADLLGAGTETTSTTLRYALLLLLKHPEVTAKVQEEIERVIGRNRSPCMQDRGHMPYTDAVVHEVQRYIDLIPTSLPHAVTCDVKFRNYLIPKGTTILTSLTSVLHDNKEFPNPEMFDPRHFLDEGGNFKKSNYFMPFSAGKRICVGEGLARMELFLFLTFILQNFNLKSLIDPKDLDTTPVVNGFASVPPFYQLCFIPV
CYP2C9 act: increases human cytochrome P450 2C9 activity; actives 1.4% (n = 96,000); activation factor at 5 µM; recombinant CYP2C9, luciferin-H conversion, luminescence; hits give high values; factor 1 = untreated enzyme, 0 = blocked; P11712; AID 1024;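 active = activation factor of 2 or more for CYP2C9 at a 5 µM dose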;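 also: 0 = sulfaphenazole-blocked wells and 1 = vehicle-only wells; values of inactives mirror those of a sister screen read the other way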
HUVEC tox TNFa: toxic to HUVEC cells under TNF alpha stimulation | HUVEC TNFalpha-stimulated, Hoechst cell count, imaging | actives 0.17% (n = 93,000) | cell count reduction, % at 2 µM;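 active = cell count reduction exceeding the screen mean by over 5 SD, scaled to untreated wells per plate, cut at about 78% in these data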;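 also: cells counted after 24 h of TNF alpha exposure following the 1 h pretreatment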
CYP2C9 inh: human CYP2C9 inhibition. P11712. actives 20% (n = 96,000). inhibition, % at 5 µM. CYP2C9 Supersomes, luciferin-H conversion, luminescence;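 active = blocking of liver enzyme CYP2C9 beyond about 50% at 5 µM, limit read from the data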; also: values of inactives mirror those of a sister screen read the other way
hDAT+cocaine: human DAT dopamine uptake with cocaine, either direction. LLC-PK1 hDAT cells, [14C]-dopamine uptake with cocaine IC80; actives deviate in either direction. actives 1.3% (n = 110,000). B-score at 10 µM. Q01959;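 active = Z score or B-score, a plate-position-corrected score, falls beyond the plate's 99.7% confidence bounds, in either direction; inactive = both scores lie inside the 99.7% bounds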;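 also: scored against the spread of the other compound wells on the same plate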
Target sequence (Q01959 whole entry, looked up): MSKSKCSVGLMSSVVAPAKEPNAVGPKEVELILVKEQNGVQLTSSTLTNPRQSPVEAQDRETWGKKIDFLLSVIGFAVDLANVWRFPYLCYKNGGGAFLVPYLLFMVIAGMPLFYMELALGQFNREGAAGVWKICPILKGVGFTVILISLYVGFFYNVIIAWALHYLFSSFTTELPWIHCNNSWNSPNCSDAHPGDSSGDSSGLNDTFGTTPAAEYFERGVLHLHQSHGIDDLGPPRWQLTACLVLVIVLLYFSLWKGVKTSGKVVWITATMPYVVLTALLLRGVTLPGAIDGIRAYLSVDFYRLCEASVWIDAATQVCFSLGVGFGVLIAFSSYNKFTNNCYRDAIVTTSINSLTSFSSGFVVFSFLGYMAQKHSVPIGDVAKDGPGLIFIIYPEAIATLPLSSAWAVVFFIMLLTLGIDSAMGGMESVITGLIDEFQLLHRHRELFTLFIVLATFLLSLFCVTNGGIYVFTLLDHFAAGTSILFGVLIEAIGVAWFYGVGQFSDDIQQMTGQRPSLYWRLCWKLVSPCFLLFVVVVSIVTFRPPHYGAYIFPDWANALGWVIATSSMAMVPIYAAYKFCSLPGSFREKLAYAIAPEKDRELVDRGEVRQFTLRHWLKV
HUVEC tox IL1B: toxic to HUVEC cells under IL-1B stimulation | cell count reduction, % at 2 µM | AID 845 | actives 0.41% (n = 94,000) | HUVEC cell count loss, Hoechst imaging, IL-1B stimulated;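 active = cell count reduction more than 3 SD above the screen-wide mean, cut at about 70% in these data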;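 also: normalized per plate to untreated control cells as the no-loss baseline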
CYP2C19 inh: blocks human cytochrome P450 2C19 | inhibition, % at 5 µM | CYP2C19 Supersomes, luciferin-H EGE luminescence, 30 min | P33261 | actives 21% (n = 96,000);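 active = CYP2C19 inhibition above a set limit at 5 µM in the primary screen, cut at about 50% in these data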;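 also: plate controls were negative control wells for no effect and 2.5 mM tranylcypromine positive control for full effect; values of inactives mirror those of a sister screen read the other way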
VCAM1 TNFa inh: reduces TNF alpha induced VCAM1 expression in HUVEC | HUVEC TNFa-induced VCAM-1 immunofluorescence, high-content imaging | inhibition, % at 2 µM | actives 0.48% (n = 95,000);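 active = inhibition above the batch mean plus 3 SD, with images confirmed as a hit by eye, cut at about 37% in these data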;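 also: 0% = TNF-stimulated DMSO wells and 100% = unstimulated control wells; not every result past the cut was called active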
* hit, by the source's call; . = no result given.

SMILES | Calb biofilm kill | CYP2C19 activ | CYP2C9 act | HUVEC tox TNFa | CYP2C9 inh | hDAT+cocaine | HUVEC tox IL1B | CYP2C19 inh | VCAM1 TNFa inh
COc1cc(OC)cc(C(=O)Nc2cccc(N3CCCC3)c2)c1 | 2 | 1 | 0.9 | -13 | 6 | -1.1 | -32 | -1 | 7
Cc1c(C)[n+](=O)c(-c2ccco2)c(C)n1[O-] | 1 | 0.8 | 0.8 | -29 | 17 | -0.86 | 2 | 17 | 12
CCCCOc1[nH]c2nc(-c3ccco3)n(Cc3ccco3)c(=N)c2c1C#N | 0 | 0.4 | 0.2 | -15 | 81* | 1.5 | -79 | 61* | 7
O=C(COC(=O)c1cc(-c2cccs2)nc2ccccc12)NCc1ccco1 | -1 | 0.5 | 0.1 | -25 | 90* | 1.4 | -28 | 54* | -7
Cc1cc(Nc2ccccc2)nc(N2CCOCC2)n1 | -2 | 1.2 | 0.9 | 7 | 7 | 2.2 | -3 | -23 | 35
COc1ccc(-c2nc(-c3ccncc3)no2)cc1OC | 4 | 0.1 | 0.4 | . | 60* | 0.18 | . | 88* | .
CC(=O)NC1C(c2nc3ccccc3s2)=C(c2ccccc2)C(=O)N1c1ccc(C)cc1 (stereo unspecified) | 1 | 0.6 | 0.7 | -6 | 28 | -0.15 | 8 | 42 | 9
O=C(O)C1CCCCC1C(=O)Nc1ccccc1F (stereo unspecified) | 6 | 0.8 | 0.9 | -2 | 7 | 0.42 | 3 | 24 | 7
CCOC(=O)CN1NC2(CCCCC2)NC1=S | 8 | 0.8 | 0.8 | -4 | 18 | 0.0043 | -7 | 18 | -18
CCOC(=O)N1CCC(N2Cc3cccc(C(=O)N4CCN(C5CCCCC5)CC4)c3C2=O)CC1 | 0 | 0.6 | 0.2 | -48 | 78* | 0.52 | 5 | 40 | 12
N=c1c2c(-c3ccccc3)c(-c3ccccc3)n(Cc3ccccc3)c2ncn1CCO | 0 | 0.9 | 1 | 25 | -4 | 0.86 | 10 | 8 | -8
COc1ccc(-c2cc(C(F)(F)F)nc(SCCC(=O)NCc3ccccc3)n2)cc1 | 5 | 0.7 | 1.1 | -12 | -8 | -0.15 | 22 | 31 | -9
Cc1cc(C)c2c(c1)/C(=N/NC(=S)Nc1ccc(F)cc1)CCC2 | . | 1.1 | 1.3 | 4 | -27 | 1.1 | -32 | -9 | 7
CCc1ccc(C(=O)N2CCCC2)s1 | 5 | 0.6 | 1.1 | -7 | -11 | 0.037 | -20 | 42 | 1
CCN(Cc1ccccc1)S(=O)(=O)c1ccc(S(=O)(=O)N2CCN(C)CC2)cc1 | . | 1 | 0.9 | -13 | 9 | -0.37 | -30 | 5 | -14
N#CC(c1nc2ccccc2nc1N1CCCC1)S(=O)(=O)c1ccccc1 (stereo unspecified) | 2 | 0.7 | 0.6 | 1 | 41 | 1.4 | 6 | 28 | -15
CCc1cc(=O)oc2cc(C)cc(O)c12 | -2 | 0.8 | 2.7* | -43 | -166 | 0.72 | 2 | 21 | 2
CC(=O)c1cccc(NC(=O)N2CCCC2C(=O)NC2CCCCC2)c1 (stereo unspecified) | 6 | 0.8 | 0.8 | -19 | 22 | -1.5 | 28 | 20 | 5
CCCCCn1c(CNC(=O)CC)nc2ccccc21 | -5 | 1.1 | 1.1 | -11 | -6 | -0.079 | -15 | -6 | 7
O=C(Nn1cnnc1)c1cc(-c2ccccn2)nc2ccccc12 | 8 | 1 | 0.6 | . | 38 | -1.2 | . | 2 | .
COCCOC(=O)C1=C(C)NC2=C(C(=O)CC(C)(C)C2)C1c1ccc2c(c1)OCO2 (stereo unspecified) | -1 | 0.1 | 0.2 | -15 | 82* | 0.02 | 10 | 90* | -9
COCCCNC(=O)C1CC(=O)OC1c1ccc(OC)c(OC)c1 (stereo unspecified) | 1 | 1 | 1 | 0 | -4 | -0.78 | 8 | 2 | 2
C1COCCNCCOCCOCCN1 | 1 | 1.1 | 1 | -10 | 2 | -1.4 | 1 | -6 | 10
CC1(CC(=O)N/N=C/c2ccc(OCc3ccc(Cl)cc3Cl)cc2)OCCCO1 | . | 0.9 | 0.8 | 6 | 17 | 3.4* | -24 | 9 | 19
CCOC(=O)C1=C(CC)OC(N)=C(C#N)C1c1cccs1 (stereo unspecified) | 1 | 0.5 | 0.6 | -7 | 45 | -1 | 20 | 53* | -9
O=C(Nc1ccc(Cl)cc1C(=O)Nc1ccncc1)c1ccco1 | 0 | 1 | 1.2 | -1 | -21 | -0.35 | -41 | 0 | -6
O=C(Nc1ccccc1Cl)N1CCN(c2ccccn2)CC1 | 4 | . | . | 0 | . | 0.69 | 1 | . | 4
Cc1c(NC(=O)c2ccc(Br)o2)c(=O)n(-c2ccccc2)n1C | 7 | 0.9 | 1 | -5 | 5 | -0.094 | -38 | 7 | -29
CCCOc1ccc(N2C(=O)CC(N(Cc3ccc(S(N)(=O)=O)cc3)C(=O)CC)C2=O)cc1 (stereo unspecified) | 3 | 0.9 | 1 | 9 | 3 | 1.5 | -28 | 9 | 7
Cc1sc2c(=O)n3c(nc2c1C(=O)NCCCN1CCOCC1)CCCCC3 | 4 | 0.1 | 0.1 | 5 | 90* | -0.41 | 9 | 86* | 14
O=C1c2ccccc2C(=O)N1CCCCN(C(=O)c1ccco1)c1ccc(Cl)cc1 | 8 | 0.4 | 0.2 | -17 | 82* | 0.93 | -25 | 57* | -1
CC(C)(C)NC(=O)C(c1ccccc1)N(C(=O)c1csnn1)C1CC1 (stereo unspecified) | 3 | 0.8 | 0.9 | . | 9 | -0.37 | . | 22 | .
C=CCC1CCCCC12NC(=O)NC2=O (stereo unspecified) | -2 | 1.1 | 1.2 | . | -17 | 0.091 | . | -7 | .
O=C(Nc1ccc(N2CCCCC2)cc1)c1ccccc1 | . | 0.6 | 1 | -8 | 4 | -0.19 | . | 35 | 4
CCOc1ccc(C(=S)N2CCCC2)cc1 | 6 | 0.1 | 0.8 | -16 | 21 | -0.028 | -12 | 89* | 11
CCOC(=O)c1ccc2c(c1)nc(C1CCN(S(=O)(=O)c3cccs3)CC1)n2CC | 7 | 0.2 | 0.1 | -23 | 87* | 0.49 | 7 | 84* | 8
Nc1nonc1-c1nc2ccccc2n1Cc1ccccc1 | 5 | 0.7 | 1.1 | -9 | -13 | -0.73 | -31 | 31 | 2
COc1ccc(S(=O)(=O)Nc2cccc(NC(C)=O)c2)cc1 | . | 0 | 0.7 | -3 | 30 | -0.2 | -37 | 95* | 23
CCCc1cc(=O)oc2c(C)c(O)c(CN3CCCCC3)cc12 | 4 | 0.6 | 0.3 | -9 | 70* | 0.023 | 0 | 44 | 9
COc1cc(Sc2ccc(C)cc2)c(OC)cc1N | . | 0.3 | 0.6 | -17 | 35 | 0.043 | -7 | 68* | 16
Cc1ccc(C(C(=O)NCC2CCCO2)N(Cc2ccccc2F)C(=O)Cn2nnc(-c3cccs3)n2)cc1 (stereo unspecified) | . | 0.7 | 0.5 | -9 | 52* | 0.18 | -19 | 33 | -7
O=C(NCc1ccccn1)/C(=N/O)c1ccccc1 | 6 | 1 | 1.1 | -6 | -5 | -0.47 | -29 | 3 | -8
O=C(COc1ccc(Br)cc1)N1CCOCC1 | -5 | . | . | -8 | . | 1.7 | -36 | . | 22
Cc1nccn1CCc1nc(N)nc(N)n1 | 6 | 1.2 | 1.3 | -3 | -34 | 0.028 | -18 | -18 | -10
O=C(Cn1cnc2scc(-c3ccc(F)cc3)c2c1=O)N1CCOCC1 | 8 | 0.8 | 0.8 | . | 20 | -0.38 | -1 | 18 | -6
Cc1cc(C=O)c(C)n1-c1ccc(N2CCCCC2)c([N+](=O)[O-])c1 | . | . | . | 9 | . | 2.2 | -3 | . | 2
CCOC(=O)N1CCC(NCCNC(=O)c2ccc(Cl)cc2)CC1 | 7 | 1 | 1 | -20 | -2 | -0.0077 | -9 | -1 | 8
CCOC(=O)c1[nH]c(C)c(C(=O)N2CCN(c3ccc(F)cc3)CC2)c1C | 8 | 0.2 | 0.2 | -10 | 77* | -0.0049 | -20 | 79* | -25
O=C(OCc1nc(-c2ccccc2)oc1COC(=O)c1ccco1)c1ccco1 | . | 0.8 | 0.6 | 1 | 43 | -0.53 | -30 | 19 | -13
O=C(CSc1nnc(Cn2c(=O)sc3ccccc32)n1-c1ccccc1)NCC1CCCO1 (stereo unspecified) | . | 1.2 | 0.7 | . | 30 | 0.39 | . | -18 | .

Carrying on.
SMILES | Calb biofilm kill | CYP2C19 activ | CYP2C9 act | HUVEC tox TNFa | CYP2C9 inh | hDAT+cocaine | HUVEC tox IL1B | CYP2C19 inh | VCAM1 TNFa inh
N=c1c2c(ncn1CCN1CCOCC1)Oc1ccc3ccccc3c1C2c1ccccc1 (stereo unspecified) | 6 | 0.6 | 0.9 | -2 | 8 | 0.035 | -5 | 38 | 21
CC(C)c1ccccc1OCCNS(C)(=O)=O | -7 | 0.5 | 1.2 | -24 | -16 | 0.17 | 1 | 51* | 2
COc1ccc2[nH]c(=O)c(CN(Cc3cccs3)S(=O)(=O)c3cccc4nsnc34)cc2c1 | 8 | 1.1 | 1 | -21 | 0 | -0.74 | -8 | -10 | 11
CCCN1Cc2cccc(C(N)=O)c2C1=O | 5 | 1 | 1 | -12 | 5 | -0.49 | 23 | -1 | 0
CC12CC(NC(=O)N1Cc1ccccc1)c1ccccc1O2 (stereo unspecified) | -2 | 0.9 | 0.9 | -2 | 8 | 0.37 | -14 | 9 | -10
O=C(c1ccc2c(c1)C(=O)N(Cc1ccco1)C2O)N1CCOCC1 (stereo unspecified) | 11 | 1 | 1 | -12 | -4 | -0.69 | -9 | -1 | 9
CCC(C)(C)NC(=O)C1CCN(c2nc(C)cc(C)n2)CC1 | 3 | 0.8 | 1.3 | . | -27 | 0.031 | . | 16 | .
Cc1cc(C)nc(NC2=NCC(=O)N2c2ccc(F)c(Cl)c2)n1 | 5 | 1.2 | 1.2 | -19 | -21 | 0.51 | -55 | -20 | 7
O=S(=O)(NCc1cc(-c2ccc(Cl)cc2)no1)c1ccc(Cl)cc1 | . | 0.7 | 0.8 | -30 | 18 | -0.15 | -24 | 31 | 9
CC(=O)NCN1CCN(CNC(C)=O)CC1 | 11 | 1.1 | 1.1 | -15 | -13 | -0.64 | 28 | -15 | 21

Entries of single compounds, looked up by structure. Order of values: Calb biofilm kill, CYP2C19 activ, CYP2C9 act, HUVEC tox TNFa, CYP2C9 inh, hDAT+cocaine, HUVEC tox IL1B, CYP2C19 inh, VCAM1 TNFa inh
Listed for COc1ccc2[nH]c(=O)c(CN(Cc3cccs3)S(=O)(=O)c3cccc4nsnc34)cc2c1 : 8, 1.1, 1, -21, 0, -0.74, -8, -10, 11
Listed for O=S(=O)(NCc1cc(-c2ccc(Cl)cc2)no1)c1ccc(Cl)cc1 : ., 0.7, 0.8, -30, 18, -0.15, -24, 31, 9
Listed for CCC(C)(C)NC(=O)C1CCN(c2nc(C)cc(C)n2)CC1 : 3, 0.8, 1.3, ., -27, 0.031, ., 16, .
Listed for CCCN1Cc2cccc(C(N)=O)c2C1=O : 5, 1, 1, -12, 5, -0.49, 23, -1, 0

Next part.
SMILES | Calb biofilm kill | CYP2C19 activ | CYP2C9 act | HUVEC tox TNFa | CYP2C9 inh | hDAT+cocaine | HUVEC tox IL1B | CYP2C19 inh | VCAM1 TNFa inh
Cc1cc(C)c2c(-n3cccc3)c(NC(=O)OCc3ccccc3)sc2n1 | . | 1 | 0.9 | 0 | 13 | 0.065 | 10 | 5 | 25
COc1ccccc1NC(=O)c1oc2ccccc2c1NC(=O)c1ccco1 | . | 0.9 | 1 | -43 | -1 | -0.63 | -29 | 8 | -5
COC(=O)c1cc2ccccn2c2c(C(=O)OC)c(C(=O)OC)cc1-2 | . | 1.1 | 1 | -22 | -2 | -0.66 | -1 | -14 | 24
CN(C)CCCNC(=O)CC(c1ccc(F)cc1)c1ccco1 (stereo unspecified) | 5 | 1.1 | 1.1 | . | -12 | -0.35 | . | -11 | .
